NFkB transloc pot – enhances IL-1B driven NFkB nuclear translocation | 0.3% of 94,000 active | HUVEC IL-1B NFkB p65 nuclear translocation imaging | activation, % at 2 µM;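 active = activation above 40%, about the mean plus 3 SD, also judged a hit on visual image review; inconclusive = activation above 40% but not a hit on visual review; inactive = activation not above 40% and no visual hit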;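 note: percent activation is computed from the nuclear over cytoplasmic p65 intensity ratio; values of inactives mirror those of a sister screen read the other way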
Bcl-B TR3 displacers – displacers of TR3 peptide from Bcl-B, primary screen, selectivity assay for Bfl-1 inhibitor project, biochemical, fluorescence polarization | 0.11% of 96,000 active | displacement, % at 20 µM, or IC50 in µM where a hit was titrated | AID 748 | FP displacement of FITC-TR3 peptide from Bcl-B; higher % means a stronger effect;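 active = displacement above 50% at 20 µM plus a fluorescence interference ratio under 1.5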;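 note: plate controls were wells without compound for no effect and wells lacking Bcl-B protein for full effect; a part of the inactive calls stands beside numbers as strong as those of hits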
MRP resist rev – compounds reversing MRP-mediated drug resistance. H69AR cells + 2 uM doxorubicin, CellTiter-Glo, 72 h. differential viability (reversal), % at 10 µM. 0.04% of 85,000 active. AID 602;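 active = viability drop by adding the cancer drug above about 55%, with treated viability meeting a 40% cutoff, limit read from the data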;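 note: viability without doxorubicin minus viability with 2 µM doxorubicin for each compound; larger differential means the compound sensitizes cells more to doxorubicin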
NFkB transloc inh – blocks IL-1B driven NFkB nuclear translocation in HUVEC cells; HUVEC IL-1B NFkB p65 nuclear translocation imaging; inhibition, % at 2 µM; 0.43% of 94,000 active;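 active = inhibition above about 30% together with a positive call from visual inspection of the well image, limit read from the data; inconclusive = inhibition above a set limit but visual check negative; inactive = inhibition not above a set limit, visual check negative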;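 note: nuclear over cytoplasmic p65 intensity ratio measured by imaging; 0% = IL-1B stimulated DMSO wells and 100% = unstimulated DMSO wells; values of inactives mirror those of a sister screen read the other way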
PLAP inhibitors HTS – PLAP enzyme inhibitors, biochemical, luminescence, HTS (AID 690); purified PLAP, luminescent substrate; higher % means a stronger effect; inhibition, % at 20 µM, or IC50 in µM where a hit was titrated; 0.08% of 96,000 active; in the data active = a potency from the dose series; inactive = the rest, 99 in 100 with inhibition below about 30%; note: strong numbers were not always called active
MRP resist rev cytotoxicity – second read-out of MRP resist rev, no call of its own (marks repeat the call); viability, %; H69AR cells, CellTiter-Glo, 72 h; measured here: cytotoxicity without doxorubicin
MRP resist rev with doxorubicin – further read-out of MRP resist rev, marked with its call; viability, %; measured here: viability with 2 uM doxorubicin; stronger effect = lower value
NFkB transloc inh cell count 2 µM – also measured in NFkB transloc inh; calls as there; cell count; measured here: cells passing quality filter;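 raw number of nuclei counted in each imaged well without normalization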
NFkB transloc pot cell count 2 µM – second read-out of NFkB transloc pot, no call of its own (marks repeat the call); cell count; measured here: cells passing quality filter
An asterisk follows results filed as active; ? = inconclusive; . = not tested or not shown. These rows are one share of the data. The share of hits here may be higher or lower than overall.

Fields – NFkB transloc pot | PLAP inhibitors HTS | NFkB transloc pot cell count 2 µM | NFkB transloc inh | Bcl-B TR3 displacers | MRP resist rev | NFkB transloc inh cell count 2 µM | MRP resist rev cytotoxicity | MRP resist rev with doxorubicin
COc1cc(C(=O)NCc2ccccn2)ccc1OCc1c(C)noc1C
  12 | -14% | 135 | -12 | 19% | -40 | 135 | 52 | 92
CCOC(=O)c1c(NC(=O)CN(CC)CC)sc2c1CCC2
  0 | 2% | 142 | 0 | 7% | . | 142 | . | .
CC(=O)c1cccc(NC(=O)CN(c2ccc(C)cc2)S(=O)(=O)c2cccc3nonc23)c1
  -13 | -15% | 190 | 13 | -20% | 4 | 190 | 88 | 84
COc1ccccc1/C=C/C(=O)NCC(=O)N/N=C/c1cc(Br)ccc1OC
  -1 | -72% | 154 | 1 | -8% | -11 | 154 | 19 | 29
CCCOC(=O)NC(CC)COC(=O)Nc1cc(C)ccc1C (configuration not stated)
  3 | 11% | 182 | -3 | 5% | . | 182 | . | .
CCOC(=O)c1c(C)oc2ccc(NS(=O)(=O)c3ccc4c5c(cccc35)C(=O)N4)cc12
  -2 | . | 149 | 2 | . | -1 | 149 | 74 | 74
O=C(C1CCN(S(=O)(=O)c2cccnc2)CC1)N1CCN(c2cccc(Cl)c2)CC1
  6 | -31% | 40 | -6 | -11% | 23 | 40 | 75 | 51
Cc1cccc(C)c1NC1=NC(=S)N(c2ccccc2)C12CCOC(C)(C)C2 (configuration not stated)
  11 | 14% | 179 | -11 | -22% | -16 | 179 | 34 | 50
Cc1cccc2c1N(CCCOc1ccc(C(C)(C)C)cc1)C(=O)C2=O
  6 | 12% | 194 | -6 | 23% | 0 | 194 | 1 | 1
CCOc1c2ccc(C(=O)NC3CCCc4ccccc43)cc2nn1C (configuration not stated)
  -2 | -26% | 114 | 2 | -2% | . | 114 | . | .
Cc1cc(C)c(NC(=O)C2CCCN2C(=O)NC2CCCCC2)c(C)c1 (configuration not stated)
  7 | . | 141 | -7 | . | 2 | 141 | 90 | 88
Cc1nc2ccc(NS(=O)(=O)c3c(C)c(C)cc(C)c3C)cc2s1
  15 | -24% | 178 | -15 | -8% | -31 | 178 | 16 | 47
O=C(Cn1cc2c(n1)CCCCC2)N1CCc2ccccc2C1
  -28 | 3% | 59 | 28 | -1% | . | 59 | . | .
Cc1ccc(C)c(OCCCCn2cnc3ccccc3c2=O)c1
  17 | -7% | 181 | -17 | -5% | . | 181 | . | .
Cn1nnnc1-c1cc(Br)ccc1NC(=O)c1ccccc1
  -8 | -8% | 104 | 8 | 10% | . | 104 | . | .
Cc1cc(C)cc(NC(=O)CSc2nc3ccncc3[nH]2)c1
  -13 | -115% | 162 | 13 | -1% | 13 | 162 | 90 | 78
CCCNCc1cc(OCC)c(OCC(N)=O)cc1Br
  12 | 8% | 191 | -12 | -6% | 1 | 191 | 94 | 93
Cc1ccc(-n2nc3c(c2NC(=O)c2ccc(OC(C)C)cc2)CS(=O)C3)cc1 (configuration not stated)
  1 | 0% | 99 | -1 | -2% | -18 | 99 | 93 | 111
Fc1ccccc1/C=C1\CCCC2=C1Nc1nnnn1C2c1ccccc1F (configuration not stated)
  -4 | 16% | 156 | 4 | -9% | . | 156 | . | .
O=C(CC1N=C2c3ccccc3N=C(SCc3ccc(F)cc3)N2C1=O)NCc1ccco1 (configuration not stated)
  0 | -47% | 161 | 0 | -3% | -39 | 161 | 38 | 77
Cc1nc(NC2=NC(C(=O)Nc3ccc(Cl)cc3)CC(=O)N2)nc2ccccc12 (configuration not stated)
  -22 | 5% | 143 | 22 | 3% | . | 143 | . | .
COc1ccccc1C1CC(c2ccc(Cl)cc2Cl)Nc2nc(N)nn21 (configuration not stated)
  9 | -48% | 59 | -9 | 17% | 6 | 59 | 98 | 92
COc1ccc(N2CCN(C(c3cccc(OC)c3OC)c3nnnn3C3CCCC3)CC2)cc1 (configuration not stated)
  9 | -41% | 144 | -9 | 7% | 3 | 144 | 96 | 94
Cc1nc(NC(=O)c2ccco2)sc1-c1csc(Nc2ccc(Cl)cc2)n1
  1 | -2% | 146 | -1 | -13% | . | 146 | . | .
CCOc1c(C(=O)CC)cc2c(C)cc(=O)oc2c1C
  14 | . | 148 | -14 | . | -6 | 148 | 83 | 89
CCn1ncc(/C=N\NC(=O)c2csc3ccccc23)c1C
  7 | 6% | 98 | -7 | -10% | . | 98 | . | .
CC(C)(C)OC(=O)N1CCC(C(=O)O)CC1
  -8 | -11% | 132 | 8 | 0% | 7 | 132 | 92 | 85
Cc1cc(Cl)ccc1OCC(=O)N1CCCCC1
  6 | 14% | 101 | -6 | -4% | 18 | 101 | 94 | 76
CCOc1cc(/C=N\Nc2ccc([N+](=O)[O-])cc2)ccc1OCC(=O)Nc1ccc(C)c(C)c1
  -8 | 34% | 133 | 8 | -123% | . | 133 | . | .
Cc1cc2nc(-c3cccc(NC(=O)c4ccc(Br)o4)c3C)oc2cc1C
  13 | 6% | 65 | -13 | -1% | 8 | 65 | 100 | 92
Cc1cc(/C=C2\SC(=S)N(Cc3ccco3)C2=O)c(C)n1-c1cccnc1
  -2 | -22% | 168 | 2 | -266% | . | 168 | . | .
O=C1c2ccccc2C(=O)N1CC(O)CN1CCOCC1 (configuration not stated)
  7 | . | 95 | -7 | . | 1 | 95 | 99 | 98
CCCCC1CC(CSc2ncn[nH]2)OC1=O (configuration not stated)
  27 | -84% | 123 | -27 | -6% | 3 | 123 | 105 | 103
CCOc1ccc(NC(=O)CN2C(=O)C3CCCN3C2=O)cc1 (configuration not stated)
  ? | -13% | . | -55 | 1% | 7 | 49 | 98 | 92
c1ccc(CSCCc2ccncc2)cc1
  0 | 2µM* | 184 | 0 | -2% | 10 | 184 | 100 | 90
CCCCCn1c(=O)c(F)cn(Cc2ccc(OC)c([N+](=O)[O-])c2)c1=O
  9 | -2% | 105 | -10 | 8% | . | 105 | . | .
COc1ccc(-n2nnc3c(=O)n(Cc4cc(C)ccc4C)cnc32)cc1
  25 | 6% | 92 | -25 | -7% | -20 | 92 | 47 | 66
CCN(CC)C(=O)c1sc(NC(=O)Cc2cccs2)c(C#N)c1C
  14 | -14% | 178 | -14 | 12% | -16 | 178 | 84 | 100
Cc1cc2nc(SCC(=O)N(C)C)c3c(c2cc1C)CCCC3
  4 | -19% | 163 | -4 | -30% | . | 163 | . | .
CC(=O)c1cccc(N(CC(=O)N2CCCCC2)S(C)(=O)=O)c1
  -5 | -44% | 173 | 5 | -13% | -2 | 173 | 80 | 82
CC(Sc1nc(N2CCOCC2)c2c(c1C#N)CC(C)(C)OC2)C(=O)Nc1ccccc1 (configuration not stated)
  6 | . | 139 | -6 | . | -1 | 139 | 69 | 70
O=C(CSc1ccccn1)Nc1nc2ccc(Br)cc2s1
  -7 | 15% | 159 | 7 | -3% | . | 159 | . | .
CCOC(=O)C1CCN(Cc2cnc(NC(=O)OC)s2)CC1
  -8 | -9% | 93 | 8 | -4% | 8 | 93 | 96 | 88
O=C(NC1CCCC1)C1CCCN(S(=O)(=O)c2cnc[nH]2)C1 (configuration not stated)
  -1 | 12% | 125 | 1 | 5% | -13 | 125 | 80 | 93
COc1ccc(CNC(=O)Nc2cccc3ccccc23)cc1
  0 | -8% | 204 | 0 | -7% | 4 | 204 | 98 | 93

One compound at a time, from the list above. Values in the order: NFkB transloc pot | PLAP inhibitors HTS | NFkB transloc pot cell count 2 µM | NFkB transloc inh | Bcl-B TR3 displacers | MRP resist rev | NFkB transloc inh cell count 2 µM | MRP resist rev cytotoxicity | MRP resist rev with doxorubicin
CCOc1c(C(=O)CC)cc2c(C)cc(=O)oc2c1C across the screens: 14 | . | 148 | -14 | . | -6 | 148 | 83 | 89
CCCCCn1c(=O)c(F)cn(Cc2ccc(OC)c([N+](=O)[O-])c2)c1=O across the screens: 9 | -2% | 105 | -10 | 8% | . | 105 | . | .
Cc1cc(/C=C2\SC(=S)N(Cc3ccco3)C2=O)c(C)n1-c1cccnc1 across the screens: -2 | -22% | 168 | 2 | -266% | . | 168 | . | .

Next section:
Fields – NFkB transloc pot | PLAP inhibitors HTS | NFkB transloc pot cell count 2 µM | NFkB transloc inh | Bcl-B TR3 displacers | MRP resist rev | NFkB transloc inh cell count 2 µM | MRP resist rev cytotoxicity | MRP resist rev with doxorubicin
O=C(Cc1noc2ccccc12)Nc1ccc2ccccc2c1
  -5 | . | 175 | 5 | . | -13 | 175 | 81 | 94
COc1ccc(-c2nc(NC(=O)c3ccccc3)sc2-c2ccc([N+](=O)[O-])cc2)cc1
  12 | 8% | 93 | -12 | -72% | . | 93 | . | .
CCOC(=O)C1(CC)NC(c2ccco2)C2C(=O)N(c3ccc(C)cc3)C(=O)C21 (configuration not stated)
  -3 | -31% | 165 | 3 | 7% | -4 | 165 | 80 | 84
Cc1nc2ncnn2c(N2CCN(C(c3ccccc3)c3ccccc3)CC2)c1C
  -14 | -60% | 97 | 14 | -4% | 15 | 97 | 79 | 65
CSCCC1C(=O)OC2(C)CC(C)(C)NC(=S)N12 (configuration not stated)
  18 | . | 101 | -18 | . | 4 | 101 | 91 | 87
COc1ccc(C(=O)OC(C)CN2CCN(C)CC2)cc1OC (configuration not stated)
  -9 | 0% | 120 | 9 | 8% | . | 120 | . | .
COc1ccc(NC(=O)N2CCCC2C(=O)Nc2ccc(C)cc2)cc1 (configuration not stated)
  -8 | 11% | 137 | 8 | -6% | -2 | 137 | 95 | 97
O=C(CSc1nnc(-c2ccc(O)cc2)n1Cc1ccco1)c1ccccc1
  . | -14% | . | . | 6% | -6 | . | 78 | 84
O=C(Nc1ccccc1C(F)(F)F)N1CCN(C(c2ccccc2)c2ccccc2)CC1
  22 | -17% | 56 | -22 | -10% | -15 | 56 | 31 | 46
COC(=O)C(C(=O)OC)C(C)C(C(=O)OC)C(=O)OC
  . | 12% | . | . | -4% | 5 | . | 97 | 91
CC(C)CC(NC(N)=O)C(=O)OCC(=O)NC(=O)NC1CCCC1 (configuration not stated)
  -13 | -14% | 178 | 13 | -69% | 6 | 178 | 96 | 89
O=C(CSc1ncn[nH]1)Nc1ccc2c(c1)OCCO2
  5 | 6% | 139 | -5 | 5% | -19 | 139 | 94 | 112
CCc1nnc(NC(=O)c2ccc(-c3ccccc3Cl)o2)s1
  16 | 7% | 180 | -16 | 2% | 10 | 180 | 110 | 100
Cn1c(-c2ccc3ccccc3n2)nc2cnccc21
  6 | -22% | 218 | -6 | -4% | -3 | 218 | 74 | 77
O=C(OCc1nnc(-c2ccc(Cl)cc2)o1)c1ccc(=O)n(Cc2ccccc2)n1
  -5 | -11% | 167 | 5 | -6% | 12 | 167 | 101 | 89
Cn1c(=O)c2[nH]c(CN(Cc3ccccc3)Cc3ccccc3)nc2n(C)c1=O
  3 | 9% | 175 | -3 | 18% | -3 | 175 | 87 | 90
CCC1CCCCN1c1cc(C)nc2cc(-c3cccc(C)c3)nn12 (configuration not stated)
  8 | -25% | 117 | -8 | -14% | 3 | 117 | 92 | 90
C=C(C)C(=O)OCCCCCCOc1ccc(C(=O)O)cc1
  . | -51% | . | . | 30% | . | . | . | .
O=C(CCS(=O)(=O)c1ccc(Br)cc1)N1CCN(c2ccccc2Cl)CC1
  -10 | -47% | 168 | 10 | -32% | 1 | 168 | 87 | 87
O=C(NCc1ccco1)c1ccc(S(=O)(=O)c2cccc(S(=O)(=O)N3CCOCC3)c2)cc1
  15 | -38% | 172 | -15 | 0% | -6 | 172 | 96 | 102
